Compound activity deposited in PubChem by NMMLSC.
Bfl-1 Bim block: inhibitors of Bim binding to Bfl-1, primary screen, biochemical, multiplexed, bead-based flow cytometry; inhibition, % at 10 µM; 190,000 compounds, 0.12% hits; Bim-Bfl-1 binding inhibition;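 note: 0% = wells without compound plus tracer and 100% = blocker peptide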
Bim-Bcl-W: inhibitors of Bim binding to Bcl-W, primary screen, biochemical, multiplexed, bead-based flow cytometry; AID 952, 2007; 190,000 compounds, 0.02% hits; Bim peptide-Bcl-W binding; inhibition, % at 10 µM;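 note: 0% = bound tracer without compound and 100% = peptide blocker; higher means less fluorescent Bim peptide bound to Bcl-W beads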
RGS4-Gao reg: modulators of RGS4 binding to Galphao, primary screen, biochemical, multiplexed bead flow cytometry | actives lie on both sides | binding response (% of control), % at 10 µM | 220,000 compounds, 0.33% hits; in the data active = binding response below about 49% or above about 150%; inactive = in between;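 note: fluorescent Galphao activated with aluminum fluoride binding bead-coupled RGS4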
Target sequence (P09471 whole entry, looked up): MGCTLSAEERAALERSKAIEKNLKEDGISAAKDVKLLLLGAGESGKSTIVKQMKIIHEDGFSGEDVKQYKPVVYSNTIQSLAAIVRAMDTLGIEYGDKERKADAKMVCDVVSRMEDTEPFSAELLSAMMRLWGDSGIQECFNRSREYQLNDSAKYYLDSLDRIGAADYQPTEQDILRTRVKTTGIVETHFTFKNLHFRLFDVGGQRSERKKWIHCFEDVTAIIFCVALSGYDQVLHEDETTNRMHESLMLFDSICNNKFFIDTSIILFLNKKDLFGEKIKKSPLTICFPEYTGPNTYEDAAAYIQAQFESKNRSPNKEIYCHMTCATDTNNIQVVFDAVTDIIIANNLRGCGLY
RGS8-Gao: RGS8-Galphao binding modulators, primary screen, biochemical, multiplexed bead flow cytometry; Guanine nucleotide-binding protein G(o) subunit alpha (Homo sapiens), P09471; actives lie on both sides; response (percent of control binding), % at 10 µM; 220,000 compounds, 0.34% hits; AID 1423, 2008; in the data active = response below about 60% or above about 140%; inactive = in between;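 note: Galphao activated as the GDP aluminium fluoride complex binding bead-coupled RGS8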
Bim-Bcl-2: inhibitors of Bim-Bcl-2 binding, primary screen, biochemical, multiplexed, human Bcl-2 family. Apoptosis regulator Bcl-2 (Homo sapiens), P10415. Bead-based flow cytometry, Bim peptide-Bcl-2 binding. inhibition, % at 10 µM. 190,000 compounds, 0.06% hits. AID 950, 2007; in the data active = inhibition above about 40%; inconclusive = no clear call, values can overlap the other calls;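 note: 0% = no compound wells with probe peptide and 100% = reference peptide inhibitor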
RGS7-Gao reg: RGS7-Galphao binding modulators, primary screen, biochemical, multiplexed bead flow cytometry; Guanine nucleotide-binding protein G(o) subunit alpha (Homo sapiens), P09471; actives lie on both sides; binding response (% of control), % at 10 µM; 220,000 compounds, 0.35% hits; in the data active = binding response below about 49% or above about 150%; inconclusive = no clear call, values can overlap the other calls; inactive = in between;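 note: fluorescent Galphao held in activated GDP-AlF4 state binding bead-coupled RGS7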
Bcl-B Bim block: inhibitors of Bim-Bcl-B binding, primary screen, biochemical, multiplexed, human Bcl-2 family | Bcl-2-like protein 10 (Homo sapiens), Q9HD36 | bead-based flow cytometry, Bim peptide-Bcl-B binding | inhibition, % at 10 µM | 190,000 compounds, 0.073% hits | AID 951, 2007;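 note: 0% = tracer peptide without compound and 100% = reference inhibitor peptide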
Bim-Mcl-1: inhibitors of Bim peptide binding to Mcl-1, primary screen, biochemical, bead-based flow cytometry, multiplex. Bim peptide-Mcl-1 binding. Induced myeloid leukemia cell differentiation protein Mcl-1 (Homo sapiens), Q07820. 190,000 compounds, 0.1% hits. AID 1009, 2008. inhibition, % at 10 µM;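 note: 0% = no compound tracer wells and 100% = peptide blocker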
Target sequence (Q07820 whole entry, looked up): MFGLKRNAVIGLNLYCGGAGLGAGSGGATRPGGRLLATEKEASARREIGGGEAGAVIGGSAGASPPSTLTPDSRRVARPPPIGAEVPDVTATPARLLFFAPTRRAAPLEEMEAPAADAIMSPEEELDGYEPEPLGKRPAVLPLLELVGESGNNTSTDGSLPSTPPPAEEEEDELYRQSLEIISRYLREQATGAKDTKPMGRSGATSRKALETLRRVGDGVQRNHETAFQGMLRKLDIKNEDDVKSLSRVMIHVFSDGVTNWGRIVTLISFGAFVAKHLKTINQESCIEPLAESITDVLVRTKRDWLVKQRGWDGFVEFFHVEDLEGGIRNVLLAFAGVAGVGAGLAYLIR
ABCB1 block: ABCB1 efflux pump inhibitors, primary screen, cell-based, multiplex, flow cytometry, ABCG2 counter-screen; ATP-dependent translocase ABCB1 (Homo sapiens), P08183; CCRF-Adr cells, JC-1 efflux; inhibition, % at 6.6 µM; 190,000 compounds, 0.067% hits; AID 1326, 2008; in the data active = inhibition above about 40%;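 note: 0% = vehicle and 100% = reference inhibitor; higher value means more JC-1 retained so stronger ABCB1 efflux block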
ABCG2 inh: ABCG2 efflux pump inhibitors, primary screen, multiplex with ABCB1, IgMXP3 cells, flow cytometry; JC-1 efflux; inhibition, % at 6.6 µM; 190,000 compounds, 0.1% hits; AID 1325, 2008;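 active = inhibition above 80%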;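 note: 0% = DMSO and 100% = nicardipine control wells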
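Test system: IgMXP3 (ABCG2) plus far-red-tagged CCRF-Adr (ABCB1) cells. Reagent: JC-1 dye as substrate. Timing: 10 min exposure at 25 °C with rotation, no wash. Measured by: flow cytometric JC-1 green MFI at 530 nm. Read-out: percent efflux inhibition, scaled nicardipine 100% to DMSO 0%. Control set: nicardipine and DMSO wells.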
Bcl-XL Bim block: inhibitors of Bim-Bcl-XL binding, primary screen, biochemical, multiplexed, bead flow cytometry, human Bcl-XL | 190,000 compounds, 0.04% hits | Bcl-2-like protein 1 (Homo sapiens), Q07817 | Bim peptide-Bcl-XL binding, fluorescence | inhibition, % at 10 µM
Target sequence (Q07817 whole entry, looked up): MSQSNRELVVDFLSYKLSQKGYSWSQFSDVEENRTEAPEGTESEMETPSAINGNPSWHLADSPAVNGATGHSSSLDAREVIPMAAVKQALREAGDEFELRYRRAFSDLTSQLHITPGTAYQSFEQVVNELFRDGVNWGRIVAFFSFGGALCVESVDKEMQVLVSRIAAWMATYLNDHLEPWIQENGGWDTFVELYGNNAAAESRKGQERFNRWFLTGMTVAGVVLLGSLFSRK
Active calls of the source: *; ? = inconclusive. Cut-off read from the data, not from the text of the source, unless noted: active = inhibition above about 40%.

SMILES | Bfl-1 Bim block | Bim-Bcl-W | RGS4-Gao reg | RGS8-Gao | Bim-Bcl-2 | RGS7-Gao reg | Bcl-B Bim block | Bim-Mcl-1 | ABCB1 block | ABCG2 inh | Bcl-XL Bim block
CCOc1cc(-c2ccccc2)nc(N)n1 | -10 | 0 | 100 | 101 | -10 | 101 | -9 | -5 | 0.2 | 16 | -7
Cc1c(NC(=S)NC(NC(=O)C(C)C)C(Cl)(Cl)Cl)c(=O)n(-c2ccccc2)n1C (stereo not drawn) | -10 | -5 | 101 | 98 | -7 | 105 | -10 | -3 | 1.4 | 8 | -8
C/C(=C(/NC(=O)c1ccccc1)C(=O)O)c1ccco1 | -3 | -6 | 97 | 100 | -4 | 94 | -4 | -3 | 0.5 | 14 | -5
COc1ccc(C2=CC(c3ccco3)n3ncnc3N2)cc1 (stereo not drawn) | 0 | 0 | 93 | 94 | -1 | ? | -4 | 4 | -0.1 | 1 | -2
O=[N+]([O-])C(=C1Nc2ccccc2N1)C(Cl)=C(Cl)Cl | 7 | 8 | 92 | 81 | 3 | 95 | 8 | 1 | -0.8 | -2 | 4
O=C(NCC(c1cccnc1)N1CCN(c2ccccc2F)CC1)c1ccccc1 (stereo not drawn) | -6 | -5 | 100 | 101 | -4 | 101 | -4 | 0 | 1.6 | 3 | -1
COC(=O)c1cc(C(=O)N2CCN(c3ccccc3OC)CC2)cc([N+](=O)[O-])c1 | -4 | 1 | 100 | 104 | 2 | 95 | -3 | 3 | 1.6 | 6 | -2
CCCNS(=O)(=O)c1ccc(OCC(=O)OC)cc1 | 0 | -1 | 99 | 99 | 0 | 98 | 0 | 2 | 0.3 | 1 | -1
COC(=O)C1=C(CSc2nncn2C)NC(=O)NC1c1ccc(F)cc1 (stereo not drawn) | 0 | 0 | 103 | 103 | -3 | 102 | 1 | 0 | 1.9 | 8 | 0
COc1cc(CNC2CCCCCC2)cc(OC)c1 | -11 | 0 | 104 | 105 | -11 | 103 | -5 | 0 | 0.3 | 1 | -5
Cc1cc(C(=O)N/N=C/c2ccco2)c2ccccc2n1 | -12 | -1 | 111 | 112 | -6 | 112 | -2 | 0 | 0.2 | 10 | 1
O=S(=O)(N/N=C/c1ccc(F)cc1)c1ccccc1 | -7 | 0 | 98 | 103 | -8 | 102 | -2 | -3 | 0.2 | 0 | -4
COc1ccc2c(c1)C(C1=C(O)CC(C)(C)CC1=O)C1=C(CC(C)(C)CC1=O)O2 (stereo not drawn) | -11 | -1 | 102 | 102 | -6 | 102 | -9 | 0 | -0.2 | -1 | -2
NCCc1c(-c2ccccc2)n(-c2ccccc2)c2ccccc12 | -5 | -1 | 108 | 107 | -3 | ? | -5 | 0 | 0.6 | 1 | 0
C=CCNC(=O)CC(=O)N/N=C/c1cccc(Br)c1 | -8 | 2 | 111 | 109 | -2 | 100 | -6 | 3 | 0.0 | 1 | 1
CC1CCCCN1C(=O)c1cc2nc(-c3ccccc3)cc(-c3ccccc3)n2n1 (stereo not drawn) | 0 | -6 | 99 | 101 | -4 | 102 | -12 | -4 | 1.6 | 12 | -9
O=C(OCC(=O)N1c2ccccc2Sc2ccccc21)C1CC(=O)N(Cc2ccco2)C1 (stereo not drawn) | -1 | -3 | 100 | 101 | -4 | 102 | -3 | -6 | 0.0 | -1 | -3
C/C=C(\C)C(=O)NCCN1C2=NC[C@H](C(C)C)N2C[C@@H]1Cc1ccc(OC)cc1 | -3 | -1 | 97 | 97 | 0 | 97 | -8 | 0 | 0.4 | 1 | 0
CS(=O)(=O)N(CCC#N)Cc1ccco1 | -4 | -1 | 99 | 102 | -2 | 100 | -2 | -1 | 0.7 | -2 | -2
O=C(Nc1ccc(Cl)c(Cl)c1)Nc1cc(C(=O)NC2CC2)ccc1Cl | -13 | -5 | 98 | 95 | -6 | 98 | -12 | -3 | 1.6 | 20 | -8
COc1ccc(NC(=O)/C(N=Nc2cc(S(=O)(=O)Nc3ccc(OC)cc3)ccc2OC)=C(\C)O)cc1 | -5 | 0 | 97 | 98 | -1 | ? | -6 | -1 | -0.1 | 0 | 0
COc1ccccc1C(=O)NCc1ccccn1 | -6 | -1 | 102 | 101 | -4 | 104 | -2 | -2 | 0.2 | 2 | -1
CCOC(=O)c1sc2ncnc(N3CCN(C)CC3)c2c1C | -8 | -1 | 100 | 98 | -7 | ? | -6 | -5 | 0.9 | 4 | -3
Cc1ccccc1N=C(NO)c1nonc1N | 2 | 0 | 104 | 119 | -2 | 108 | 1 | 0 | 0.1 | 1 | -3
Cc1ccc(-c2nc3ncccn3c2NC(=O)C2CC2)cc1 | -4 | -2 | 100 | 102 | -3 | 98 | -1 | -1 | -0.1 | 1 | -3

An excerpt from above in order of their number in RGS8-Gao, low to high:
SMILES | RGS8-Gao
O=C(Nc1ccc(Cl)c(Cl)c1)Nc1cc(C(=O)NC2CC2)ccc1Cl | 95
Cc1ccc(-c2nc3ncccn3c2NC(=O)C2CC2)cc1 | 102
COc1cc(CNC2CCCCCC2)cc(OC)c1 | 105

Additional compounds follow:
SMILES | Bfl-1 Bim block | Bim-Bcl-W | RGS4-Gao reg | RGS8-Gao | Bim-Bcl-2 | RGS7-Gao reg | Bcl-B Bim block | Bim-Mcl-1 | ABCB1 block | ABCG2 inh | Bcl-XL Bim block
Cc1cc(=O)c2ccccc2[nH]1 | -1 | 0 | 99 | 102 | -1 | 95 | 0 | 4 | 0.2 | 1 | 0
CC1(C)CC[C@]2(C(=O)O)CC[C@]3(C)C(=CCC4[C@@]5(C)CC[C@H](O)C(C)(C)C5CC[C@]43C)C2C1 (stereo partly drawn) | 1 | -1 | 99 | 102 | 0 | 100 | -5 | -1 | 0.4 | -2 | -1
CCOC(=O)Cc1csc(NC(=O)C2C3C=CC(C3)C2C(=O)O)n1 (stereo not drawn) | -15 | 0 | 99 | 102 | -13 | 105 | -6 | -1 | -0.6 | 27 | -3
Cc1ccc(OCc2nc(C#N)c(NCc3ccc4c(c3)OCO4)o2)cc1 | 0 | 0 | 99 | 95 | -1 | 99 | 0 | -1 | 0.1 | 1 | -4
C=CCN(C(=O)c1cccc(C(F)(F)F)c1)C1(C(=O)Nc2ccccc2)CCN(C(C)C)CC1 | -5 | 1 | 105 | 102 | -1 | ? | 0 | 0 | 2.7 | 17 | 2
O=C(NC1CCCCC1)NC1CC2CCCC(C1)N2C1CCCC1 (stereo not drawn) | 0 | 1 | 100 | 102 | -2 | 99 | -2 | -2 | -0.1 | 0 | -1
Cc1cccc(-n2c(=O)c(C#N)cc3c(=O)n4ccccc4nc32)c1 | -6 | 4 | 100 | 100 | -3 | 99 | -7 | 0 | 0.2 | 1 | -4
C/C(=N\NC(=O)c1ccco1)c1ccc(NC(=O)c2ccccc2)cc1 | -8 | -2 | 98 | 101 | -7 | 101 | -7 | 0 | -0.1 | 3 | -7
COc1ccc(/C=N/NC(=O)c2cccc(COCC(F)(F)C(F)F)c2)cc1 | 0 | 2 | 97 | 104 | 0 | 98 | 0 | 0 | -0.1 | -1 | -3
Cc1cccc(N(C)C(=O)c2coc(=O)c3ccccc23)c1 | 2 | 3 | 108 | 96 | 5 | 104 | 4 | 0 | 0.3 | 1 | 4
Cc1cc(S(=O)(=O)NC2CCCCC2)c(C)s1 | -3 | -2 | 96 | 96 | -4 | 92 | 1 | -1 | 0.5 | 1 | -1
O=C(Nc1nnc(SCC(=O)N2CCCCC2)s1)c1cccs1 | 1 | 1 | 108 | 99 | -3 | 110 | -4 | -3 | 0.1 | 1 | -3
COc1ccccc1CNCc1cc(OC)c(OC)c(OC)c1 | -4 | -2 | 101 | 101 | -1 | 98 | -2 | 2 | 0.2 | 1 | -3
COC(=O)[C@H](Cc1ccccc1)NC(=O)NCCc1ccc(S(N)(=O)=O)cc1 | -10 | 0 | 106 | 99 | -9 | 104 | -7 | 0 | -1.9 | -3 | -6
O=C(CCS(=O)(=O)Cc1ccccc1)NCCc1ccccc1 | -5 | -3 | 100 | 102 | -5 | 96 | -5 | -2 | 0.2 | -1 | -1
CCOC(=O)c1c(NC(=O)Cc2cccs2)sc(C(=O)NC2CCCCC2)c1C | -15 | -1 | 101 | 99 | -6 | 104 | -12 | -2 | 3.2 | 23 | -1

Arranged by number of heavy atoms (lowest first): three of the compounds above
SMILES | Bfl-1 Bim block | Bim-Bcl-W | RGS4-Gao reg | RGS8-Gao | Bim-Bcl-2 | RGS7-Gao reg | Bcl-B Bim block | Bim-Mcl-1 | ABCB1 block | ABCG2 inh | Bcl-XL Bim block
CCOC(=O)Cc1csc(NC(=O)C2C3C=CC(C3)C2C(=O)O)n1 (stereo not drawn) | -15 | 0 | 99 | 102 | -13 | 105 | -6 | -1 | -0.6 | 27 | -3
COC(=O)[C@H](Cc1ccccc1)NC(=O)NCCc1ccc(S(N)(=O)=O)cc1 | -10 | 0 | 106 | 99 | -9 | 104 | -7 | 0 | -1.9 | -3 | -6
C=CCN(C(=O)c1cccc(C(F)(F)F)c1)C1(C(=O)Nc2ccccc2)CCN(C(C)C)CC1 | -5 | 1 | 105 | 102 | -1 | ? | 0 | 0 | 2.7 | 17 | 2

Some of the entries above in another layout:
| compound | Bfl-1 Bim block | Bim-Bcl-W | RGS4-Gao reg | RGS8-Gao | Bim-Bcl-2 | RGS7-Gao reg | Bcl-B Bim block | Bim-Mcl-1 | ABCB1 block | ABCG2 inh | Bcl-XL Bim block |
| --- | --- | --- | --- | --- | --- | --- | --- | --- | --- | --- | --- |
| COc1ccc(/C=N/NC(=O)c2cccc(COCC(F)(F)C(F)F)c2)cc1 | 0 | 2 | 97 | 104 | 0 | 98 | 0 | 0 | -0.1 | -1 | -3 |
| Cc1cccc(N(C)C(=O)c2coc(=O)c3ccccc23)c1 | 2 | 3 | 108 | 96 | 5 | 104 | 4 | 0 | 0.3 | 1 | 4 |
| Cc1cc(S(=O)(=O)NC2CCCCC2)c(C)s1 | -3 | -2 | 96 | 96 | -4 | 92 | 1 | -1 | 0.5 | 1 | -1 |
| O=C(Nc1nnc(SCC(=O)N2CCCCC2)s1)c1cccs1 | 1 | 1 | 108 | 99 | -3 | 110 | -4 | -3 | 0.1 | 1 | -3 |
